TcdB inh: TcdB glycohydrolase inhibition. P18177. TcdB glycohydrolase enzymatic assay, plate reader. inhibition, % at 9.99 µM. actives 0.24% (n = 350,000); in the data active = inhibition above about 10%
BoNT A protease: BoNT A light chain protease inhibition | multiplex microsphere protease substrate cleavage, flow cytometry | actives 0.17% (n = 360,000) | inhibition, % at 10 µM | AID 588499; also: plate controls were buffer without enzyme for full effect and enzyme alone for no effect
PrPC TRFRET: inhibitors of human cell surface prion protein PrPC; actives 0.43% (n = 370,000); TR-FRET read-out; P04156; inhibition, % at 13.8 µM; in the data active = inhibition above about 24%; also: 0% = median of the test wells and 100% = reference compound wells
Vc quorum ag: induces V. cholerae light production without autoinducers; actives 0.16% (n = 350,000); activation, % at 18.7 µM; V. cholerae BH1578 lux reporter, luminescence, 6 h; in the data active = activation mostly above about 9.7%, no sharp cut-off; also: not every result past the cut was called active; inactives centre near 0; reference of the scale not given here
Anthrax LF inh2: anthrax lethal factor protease inhibition | P15917 | multiplex microsphere protease cleavage assay, LF | inhibition, % at 10 µM | actives 0.12% (n = 360,000); also: plate controls were buffer without enzyme for full effect and enzyme alone for no effect
3CLpro inhibitor: SARS-CoV 3CLpro protease inhibition. inhibition, % at 6 µM. actives 0.14% (n = 290,000). recombinant SARS-CoV 3CLpro, quenched FRET peptide cleavage; in the data active = inhibition above about 12%
PriA SSB inh: blocks PriA binding to SSB C-terminal tail; AlphaScreen SSBct-PriA binding, biotinylated peptide; inhibition, % at 33 µM; actives 0.6% (n = 430,000); AID 1272365; in the data active = inhibition mostly above about 37%, no sharp cut-off; inactive = mostly below about 20%;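 also: plate controls were negative control peptide for no effect and reference peptide for full effect; strong numbers were not always called active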
Yp Topo-I inh: inhibitors of Yersinia pestis topoisomerase I | activity, % at 10 µM | actives 0.064% (n = 360,000) | AID 504884 | Y. pestis Topo-I cleavage product accumulation, plate reader; in the data active = activity above about 50%, passing the limit was not always enough; also: inactives centre near 2
PfHsp40 yeast: restores yeast growth despite PfHsp40 toxicity; growth rescue, % at 12.5 µM; AID 504582; actives 0.68% (n = 340,000); S. cerevisiae expressing PfHsp40, growth rescue, ATP luminescence; in the data active = growth rescue above about 28%, passing the limit was not always enough;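 also: yeast W303a lacking pdr1 and pdr3 grown in galactose medium; growth measured after three days at 30 °C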
* marks the source's active call; other numbers are inactive results; i = inactive; · = not tested or not shown; & = joins results of further samples. Rule as the data show it, unless noted: active = inhibition above about 30%; inconclusive = no clear call, values can overlap the other calls; inactive = below that.

Keys – A = TcdB inh; B = BoNT A protease; C = PrPC TRFRET; D = Vc quorum ag; E = Anthrax LF inh2; F = 3CLpro inhibitor; G = PriA SSB inh; H = Yp Topo-I inh; I = PfHsp40 yeast
#1 C=CCn1c(=O)c2ccccc2n2c(SCC(=O)O)nnc12
  A: 1.3; B: 0.8; C: -1; D: -0.6; E: -5; F: -2; G: 5; H: 5; I: -1.4

#2 Cc1ccc(C(=O)N(C)Cc2nc3ccccc3c(=O)[nH]2)cc1NC(=O)c1ccco1
  A: -1.8; B: 0.2; C: 4; D: -0.4; E: 1; F: ·; G: -9; H: 6; I: -0.3

#3 COc1ccc(C(O)(C(C)C)C(CN2CCOCC2)c2ccc(Cl)cc2)cc1 (stereo not drawn)
  A: -0.2; B: -0.9; C: 6; D: i; E: -1; F: 3; G: -8; H: 23; I: -0.4

#4 COc1ccc(C(=O)C2CCCN(Cc3ccc4c(c3)OCCO4)C2)cc1F (stereo not drawn)
  A: 1.7; B: -0.7; C: -12; D: i; E: -7; F: 1; G: -1; H: 7; I: 0.9

#5 O=C(Nc1cccc(F)c1)Nc1ccc(Cl)cn1
  A: 0.9; B: -0.7; C: 1; D: i; E: 4; F: 1; G: -7; H: 3; I: 0.0

#6 O=C(NNc1c(Cl)cccc1Cl)c1cccs1
  A: -1.0; B: 0.7; C: 16; D: -7.1; E: -3; F: 4; G: 2; H: -1; I: 0.0

#7 O=C(CN1CCN(c2ccccc2O)CC1)NNC(=O)c1ccc(Cl)cc1
  A: -0.1; B: -3.0; C: -6; D: -0.4; E: -2; F: 2; G: -10; H: 0; I: 0.1

#8 COc1ccc(N=C2SC(C(=O)Nc3ccc(OC)cc3)CC(=O)N2CCN2CCOCC2)cc1 (stereo not drawn)
  A: ·; B: -0.4; C: -2; D: -0.2; E: -1; F: -3; G: 11; H: 12; I: 0.2

#9 OC(c1ccccc1)(c1ccccc1)C1CCN(CCCOc2ccc(F)cc2)CC1
  A: -0.4; B: -1.7; C: -13&-9; D: ·; E: 1; F: ·; G: ·; H: ·; I: ·

#10 CC(=O)OC1c2c(ccc3ccc(=O)oc23)OC(C)(C)C1OC(=O)CC(C)C (stereo not drawn)
  A: ·; B: -0.3; C: -5; D: 6.2; E: 2; F: 9; G: 4; H: 17; I: 0.6

#11 COc1ccc(COC(=O)N/N=C(\C)CC(=O)NCc2ccc(Cl)cc2)cc1
  A: 0.5; B: 0.4; C: 4; D: -0.2; E: -7; F: -3; G: ·; H: 13; I: -0.6

#12 CCOC(=O)c1ccc(N2C(=O)CC(N3CCOCC3)C2=O)cc1 (stereo not drawn)
  A: ·; B: -0.5; C: 1; D: i; E: 0; F: -1; G: -5; H: -6; I: -0.5

#13 NC(=O)CC(NC(=O)c1ccccc1)c1ccc(NCCCN2CCCC2=O)c([N+](=O)[O-])c1 (stereo not drawn)
  A: 0.7; B: 0.6; C: -23; D: 3.0; E: -4; F: 4; G: 6; H: 0; I: -0.6

#14 CCOc1ccc(CCNC(=O)CCC(=O)N2CCOc3ccccc32)cc1OCC
  A: 2.7; B: -0.2; C: -5; D: 0.5; E: 6; F: 0; G: -3; H: 7; I: -0.4

#15 Cc1ccc(-n2[nH]c(C)c(/C=N/c3ccccn3)c2=O)cc1
  A: -0.4; B: -0.4; C: -3; D: -0.4; E: -3; F: -4; G: ·; H: 5; I: -2.3

#16 CCc1cc2cc(C)cc(C)c2nc1Cl
  A: 1.1; B: 0.1; C: -1; D: i; E: -1; F: 0; G: -15; H: 2; I: -0.6

#17 CC(C)CCn1c(=O)c2ccccc2n2c(CCl)nnc12
  A: 0.8; B: -1.0; C: 1; D: -0.1; E: -8; F: 4; G: 2; H: -1; I: -0.8

#18 CN(c1ccc(Br)cc1)S(=O)(=O)c1ccc2[nH]cc(C(=O)NCCN3CCOCC3)c(=O)c2c1
  A: 1.1; B: 0.5; C: 3; D: -0.3; E: -2; F: -2; G: 0; H: -8; I: -1.8

#19 Cc1cccc(OCC(=O)NNC(=O)CCc2ccccc2)c1
  A: 0.2; B: 0.4; C: -4; D: -0.2; E: 1; F: -2; G: 0; H: 2; I: 0.5

#20 COc1ccc(-n2c(Cn3nc(C(F)(F)F)cc3C)n[nH]c2=S)cc1
  A: ·; B: -0.3; C: -10; D: -0.3; E: 1; F: 1; G: -9; H: 5; I: -0.9

A second format for some results above:
(9) OC(c1ccccc1)(c1ccccc1)C1CCN(CCCOc2ccc(F)cc2)CC1
(10) CC(=O)OC1c2c(ccc3ccc(=O)oc23)OC(C)(C)C1OC(=O)CC(C)C (stereo not drawn)
(11) COc1ccc(COC(=O)N/N=C(\C)CC(=O)NCc2ccc(Cl)cc2)cc1
(12) CCOC(=O)c1ccc(N2C(=O)CC(N3CCOCC3)C2=O)cc1 (stereo not drawn)
(13) NC(=O)CC(NC(=O)c1ccccc1)c1ccc(NCCCN2CCCC2=O)c([N+](=O)[O-])c1 (stereo not drawn)
(14) CCOc1ccc(CCNC(=O)CCC(=O)N2CCOc3ccccc32)cc1OCC
(15) Cc1ccc(-n2[nH]c(C)c(/C=N/c3ccccn3)c2=O)cc1
(16) CCc1cc2cc(C)cc(C)c2nc1Cl
(17) CC(C)CCn1c(=O)c2ccccc2n2c(CCl)nnc12
(18) CN(c1ccc(Br)cc1)S(=O)(=O)c1ccc2[nH]cc(C(=O)NCCN3CCOCC3)c(=O)c2c1

| compound no. | 9 | 10 | 11 | 12 | 13 | 14 | 15 | 16 | 17 | 18 |
| --- | --- | --- | --- | --- | --- | --- | --- | --- | --- | --- |
| TcdB inh | -0.4 | · | 0.5 | · | 0.7 | 2.7 | -0.4 | 1.1 | 0.8 | 1.1 |
| BoNT A protease | -1.7 | -0.3 | 0.4 | -0.5 | 0.6 | -0.2 | -0.4 | 0.1 | -1.0 | 0.5 |
| PrPC TRFRET | -13&-9 | -5 | 4 | 1 | -23 | -5 | -3 | -1 | 1 | 3 |
| Vc quorum ag | · | 6.2 | -0.2 | i | 3.0 | 0.5 | -0.4 | i | -0.1 | -0.3 |
| Anthrax LF inh2 | 1 | 2 | -7 | 0 | -4 | 6 | -3 | -1 | -8 | -2 |
| 3CLpro inhibitor | · | 9 | -3 | -1 | 4 | 0 | -4 | 0 | 4 | -2 |
| PriA SSB inh | · | 4 | · | -5 | 6 | -3 | · | -15 | 2 | 0 |
| Yp Topo-I inh | · | 17 | 13 | -6 | 0 | 7 | 5 | 2 | -1 | -8 |
| PfHsp40 yeast | · | 0.6 | -0.6 | -0.5 | -0.6 | -0.4 | -2.3 | -0.6 | -0.8 | -1.8 |

(19) Cc1cccc(OCC(=O)NNC(=O)CCc2ccccc2)c1
(20) COc1ccc(-n2c(Cn3nc(C(F)(F)F)cc3C)n[nH]c2=S)cc1

| compound no. | 19 | 20 |
| --- | --- | --- |
| TcdB inh | 0.2 | · |
| BoNT A protease | 0.4 | -0.3 |
| PrPC TRFRET | -4 | -10 |
| Vc quorum ag | -0.2 | -0.3 |
| Anthrax LF inh2 | 1 | 1 |
| 3CLpro inhibitor | -2 | 1 |
| PriA SSB inh | 0 | -9 |
| Yp Topo-I inh | 2 | 5 |
| PfHsp40 yeast | 0.5 | -0.9 |

(list continues)
Values run as follows: TcdB inh, BoNT A protease, PrPC TRFRET, Vc quorum ag, Anthrax LF inh2, 3CLpro inhibitor, PriA SSB inh, Yp Topo-I inh, PfHsp40 yeast
#21 CN1CCN(S(=O)(=O)c2ccc(N3CCN(S(=O)(=O)c4cccs4)CC3)nc2)CC1
  ·, 0.0, -8, -0.5, 0, -3, -10, -1, 0.0
#22 O=C(c1ccc(-n2cccn2)cc1)N1CCc2ccccc2C1
  1.7, -2.3, -1, i, 0, 0, -10, -3, 0.8
#23 COC(=O)c1cccc(CN2C(=O)C(C)Sc3cc(Cl)ccc32)c1 (stereo not drawn)
  0.2, -0.1, 2, -0.4, 3, ·, ·, 41, ·
#24 CCOc1ccc(S(=O)(=O)N(CC(=O)NN=C2CCN(C)CC2)c2ccc(C)cc2)cc1
  -0.6, -0.7, -8, 0.6, 1, 0, -2, -5, -0.9
#25 CCOC(=O)CSC1=Nc2ccccc2C2=NC(CC(=O)NCc3ccc(OC)cc3)C(=O)N12 (stereo not drawn)
  ·, 0.1, -3, -0.1, -2, 4, -4, 2, -0.4
#26 COc1ccc(S(=O)(=O)NC(C)C(=O)N2CCCC2)cc1C (stereo not drawn)
  0.4, -1.0, 0, i, -4, -4, -16, -16, -0.5
#27 CCOc1cc(CN2CCCCC2)ccc1OC
  ·, -0.6, -1, 1.0, -3, 4, -14, -4, 1.2
#28 COC(=O)C1=C(c2ccc3ccccc3c2)C[C@@H]2CC[C@H]1N2C
  1.1, -0.4, -3, i, 1, ·, -19, -4, 0.6

Not all compounds are listed. The share of hits here may be higher or lower than overall.
